Screening results from PubChem BioAssay.
PTK2B oligo ant = Pyk2 (human) oligomerization antagonism. Q293 cells, Pyk2 FERM NanoBiT luminescence; active compounds read low. z-score (the deposit names both 25 µM and 10 µM). 99,000 tested, 0.83% active. AID 1347419;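 active = Z-score of -3 or lower, scaled per plate to the spread of control and sample wells; inactive = z-score above -3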;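 note: negative z-score means lost luminescence so less FERM oligomerization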
Target sequence (Q14289 whole entry, looked up): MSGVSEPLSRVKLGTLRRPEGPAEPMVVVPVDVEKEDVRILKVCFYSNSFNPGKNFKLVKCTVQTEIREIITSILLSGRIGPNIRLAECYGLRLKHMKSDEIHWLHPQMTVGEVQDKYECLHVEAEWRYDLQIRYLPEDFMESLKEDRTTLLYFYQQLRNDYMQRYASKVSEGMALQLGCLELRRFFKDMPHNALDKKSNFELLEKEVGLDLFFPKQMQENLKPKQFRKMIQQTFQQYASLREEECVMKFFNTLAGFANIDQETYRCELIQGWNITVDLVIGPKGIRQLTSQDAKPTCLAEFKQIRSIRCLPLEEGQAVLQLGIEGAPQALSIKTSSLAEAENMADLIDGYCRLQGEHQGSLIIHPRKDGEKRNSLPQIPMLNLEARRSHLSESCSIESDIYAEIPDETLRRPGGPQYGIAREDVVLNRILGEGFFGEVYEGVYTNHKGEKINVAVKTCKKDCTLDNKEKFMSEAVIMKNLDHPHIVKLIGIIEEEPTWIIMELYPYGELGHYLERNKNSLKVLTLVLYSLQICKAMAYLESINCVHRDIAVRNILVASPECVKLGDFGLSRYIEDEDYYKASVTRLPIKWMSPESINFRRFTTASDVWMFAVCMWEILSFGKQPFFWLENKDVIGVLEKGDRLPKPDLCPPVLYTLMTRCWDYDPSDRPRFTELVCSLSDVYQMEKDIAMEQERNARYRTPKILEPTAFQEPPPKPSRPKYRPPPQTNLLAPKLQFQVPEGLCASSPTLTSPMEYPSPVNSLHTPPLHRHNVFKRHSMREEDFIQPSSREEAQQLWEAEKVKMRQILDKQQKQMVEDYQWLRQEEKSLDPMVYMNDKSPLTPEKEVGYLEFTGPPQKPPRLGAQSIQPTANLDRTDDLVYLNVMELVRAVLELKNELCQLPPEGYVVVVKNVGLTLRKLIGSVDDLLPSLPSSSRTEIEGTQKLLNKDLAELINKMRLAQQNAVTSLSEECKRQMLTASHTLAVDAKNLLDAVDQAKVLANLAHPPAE
HUVEC prolif 384 = inhibitors of human endothelial cell proliferation; HUVEC proliferation, CellTiter-Glo luminescence, 72 h; active compounds read low; viability, % at 10 µM (by protocol); 86,000 tested, 1.1% active;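 active = viability at or below 30%; inactive = viability above 30%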;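 note: 100% = median luminescence of DMSO-only cell control wells on each plate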
H69AR growth 86K = growth inhibitors of human H69AR lung tumor cells; 85,000 tested, 6% active; viability, % at 10 µM; H69AR lung tumor viability, ATP luminescence, 72 h; active compounds read low;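 active = viability at or below 40%; inactive = viability above 40%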;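 note: multidrug resistant small cell line overexpressing MRP-1 efflux transporter; 100% = mean luminescence of untreated control wells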
VCAM1 TNFa inh = reduces TNF alpha induced VCAM1 expression in HUVEC; inhibition, % at 2 µM; 95,000 tested, 0.48% active; AID 802; HUVEC TNFa-induced VCAM-1 immunofluorescence, high-content imaging;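 active = inhibition above the batch mean plus 3 SD, with images confirmed as a hit by eye, cut at about 37% in these data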;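 note: 0% = TNF-stimulated DMSO wells and 100% = unstimulated control wells; not every result past the cut was called active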
HUVEC tox IL1B = HUVEC cytotoxicity counter-screen, IL-1B stimulated; 94,000 tested, 0.41% active; cell count reduction, % at 2 µM; AID 845; HUVEC cell count loss, Hoechst imaging;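 active = cell count reduction more than 3 SD above the screen-wide mean, cut at about 70% in these data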;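 note: normalized per plate to untreated control cells as the no-loss baseline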
Fibroblast inh = blocks proliferation of human lung fibroblasts. LL 47 human lung fibroblast viability, ATP luminescence; active compounds read low. viability, % at 10 µM. 85,000 tested, 1.1% active;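 active = viability at or below 50% in the single dose screen; inactive = viability above 50%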;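 note: compound exposure lasted 72 h before the ATP readout; 100% = median luminescence of untreated cell-only wells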
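material = human LL 47 lung fibroblast cells | dosing = compounds added from tenfold dosing solution, 0.1% DMSO final | timing = overnight cell rest, 72 h compound treatment at 37 °C | measured by = CellTiter-Glo luminescence measuring cellular ATP | evaluation = % viability versus median cells-only luminescence | control set = cell-only wells, no compound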
cytoskel mod = modifiers of cytoskeleton assembly | HUVEC TNFa F-actin phalloidin imaging, high content | inhibition, % at 2 µM | 91,000 tested, 0.18% active;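 active = inhibition above the batch mean plus 3 SD and confirmed as a hit by visual image inspection, cut at about 30% in these data, passing the limit was not always enough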; note: strong numbers were not always called active
Smad3 FoxH1 inh = Smad3 (human) transcription factor binding inhibition. P84022. TR-FRET Smad3/Dy647-FoxH1 peptide binding, europium anti-His. inhibition, % at 25 µM. 88,000 tested, 0.29% active. AID 630;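 active = compounds that reduce the energy-transfer binding signal between the protein and its labelled peptide by more than half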;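 note: 0% = Smad3 plus labelled peptide maximal FRET and 100% = peptide-only background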
TNFa cytotox = toxic to HUVEC cells under TNF alpha stimulation | HUVEC TNFalpha-stimulated, Hoechst cell count, imaging | cell count reduction, % at 2 µM | 93,000 tested, 0.17% active | AID 848;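 active = cell count reduction exceeding the screen mean by over 5 SD, scaled to untreated wells per plate, cut at about 78% in these data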;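 note: cells counted after 24 h of TNF alpha exposure following the 1 h pretreatment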
* marks the source's active call; other numbers are inactive results; nt = no result given; [ ] = remark or other dose.

Results follow in this order: PTK2B oligo ant	HUVEC prolif 384	H69AR growth 86K	VCAM1 TNFa inh	HUVEC tox IL1B	Fibroblast inh	cytoskel mod	Smad3 FoxH1 inh	TNFa cytotox
- CCCCn1c(=O)c(C(=O)Nc2cnccn2)c(O)c2ccccc21
    -0.79	72.7	14.1*	3.7	-20.5	48.3*	14.8	13.3[fluorescence artefact?]	-6.3
- COCCCn1c(N)c(C(=O)OC(C)COC)c2nc3ccccc3nc21 (centres undefined)
    1.29	105.7	80.3	nt	nt	99.6	nt	0.8	nt
- CN(C)Cc1ccccc1OC(=O)N(C)C
    -0.33	93.8	101.0	6.8	9.5	94.7	14.0	14.2	1.2
- Cc1ccc(S(=O)(=O)N(C)CCCC(=O)N2CCN(c3ccccn3)CC2)cc1
    1.42	99.2	91.1	-81.0	47.0	102.7	-3.9	4.6	21.0
- CCn1c(=O)cc(OCC(=O)N2CCC3(CC2)OCCO3)c2ccccc21
    -0.17	84.2	91.6	-1.2	12.8	92.9	-4.4	6.4	-9.3
- CC(Cc1ccccc1)[n+]1cc(/N=C(\[O-])N(C)C)on1 (centres undefined)
    -0.12	86.8	94.5	nt	nt	98.7	nt	4.8	nt
- Clc1ccc2c(N3CCNCC3)ccnc2c1
    2	90.0	77.3	19.5	-21.6	99.6	-10.8	-1.0	13.4
- CN1C(=O)N(C)C(=O)C2(Sc3ccccc3C2=O)C1=O
    -1.32	105.0	94.9	6.6	-1.1	100.6	-15.9	-8.6	-16.1
- Cc1cc(Cl)ccc1OC(C)C(=O)O (centres undefined)
    nt	92.4	93.9	8.9	-49.2	93.0	-3.8	-4.7	-3.3
- Cc1nc2ccccc2c(=O)n1-n1cnnc1
    -0.13	88.7	86.2	-7.5	-128.6	95.6	26.6	4.6[fluorescence artefact?]	-12.6

(more compounds)
Results follow in this order: PTK2B oligo ant	HUVEC prolif 384	H69AR growth 86K	VCAM1 TNFa inh	HUVEC tox IL1B	Fibroblast inh	cytoskel mod	Smad3 FoxH1 inh	TNFa cytotox
- COC(=O)C[C@]1(C(=O)OC)CN(C#N)N(c2ccc(Cl)cc2)C12c1ccccc1-c1ccccc12
    -2.33	2.4*	0.6*	100.0*	-123.3	5.2*	22.7	72.1*[fluorescence artefact?]	nt
- CCCCCCn1c(=O)c(C(=O)Nc2c(C)n(C)n(-c3ccccc3)c2=O)c(O)c2ccccc21
    nt	50.5	11.9*	nt	nt	62.1	nt	4.9	nt
- O=C(Nc1ccccc1)Oc1ccccc1
    0.44	98.0	91.9	-15.1	38.2	106.0	-17.0	14.0	-20.3
- Cc1cc(C=C2C(=O)N(C)C(=S)N(C)C2=O)c(C)n1C1CCCCC1
    0.43	nt	nt	12.6	-17.9	nt	-19.7	nt	14.5
- CCOC(=O)c1c(-n2c(C)cc(C=C3C(=O)NC(=S)NC3=O)c2C)sc2c1CCCC2
    -1.01	nt	nt	-3.6	0.0	nt	42.3	nt	-19.8
- CCCCn1c(O)c(C(CC)=NCc2ccc3c(c2)OCO3)c(=O)[nH]c1=O
    -1.94	103.5	75.3	5.8	-4.1	99.4	-2.8	5.8	-27.3
- C=CCn1c(O)c(C=Nc2ccc(N(CC)CC)cc2)c(=O)[nH]c1=O
    -0.78	102.4	85.3	24.1	8.6	91.2	-13.6	4.2	-33.6
- Clc1cccc(N2CCNCC2)c1Cl
    0.32	81.3	97.8	-17.6	-3.6	87.8	4.7	17.5[fluorescence artefact?]	10.2
- O=C(c1ccccc1)c1cn(CC(=O)N2CCOCC2)c2ccccc12
    0.38	102.2	92.5	-9.2	18.7	103.9	12.1	3.8	-14.2
- Cc1ccc(C2(O)CCN3CCCCC32)cc1 (centres undefined)
    -0.54	103.4	92.5	-20.3	-5.1	112.4	3.0	0.1	-35.8

Next entries follow:
Results follow in this order: PTK2B oligo ant	HUVEC prolif 384	H69AR growth 86K	VCAM1 TNFa inh	HUVEC tox IL1B	Fibroblast inh	cytoskel mod	Smad3 FoxH1 inh	TNFa cytotox
- CCOc1cc(C(=O)N2CCC3(CC2)OCCO3)cc(OCC)c1OCC
    0.74	92.0	96.2	26.5	-0.4	98.5	-3.8	11.9	-13.2
- CCC(=NCCCO)c1c(O)n(-c2ccc(OC)cc2)c(=O)[nH]c1=O
    -0.83	108.1	87.5	-15.4	8.9	107.1	0.5	-10.7	-21.2
- O=C(c1ccc2nc(-c3ccco3)c(-c3ccco3)nc2c1)N1CCC2(CC1)OCCO2
    0.17	87.8	76.4	nt	nt	92.8	nt	5.5	nt
- CC1(C)CN2C(c3ccc(Cl)cc3)N2C1 (centres undefined)
    0.11	101.8	99.9	2.5	3.5	100.2	9.1	-0.9	-20.5
- O=C(c1cc(-c2ccc(Cl)cc2)n(-c2ccc(Cl)cc2Cl)n1)N1CCOCC1
    0.23	nt	nt	-25.2	-71.9	nt	-17.6	nt	-26.6
- CN(C)CCCN=Cc1c(O)n(CCc2ccccc2)c(=O)[nH]c1=O
    0.79	84.2	98.7	-16.8	-15.9	100.6	-8.2	-6.6	13.0
- C[C@]12CCC(=O)C=C1CCC1C2CC[C@@]2(C)C1CC[C@@]2(O)CC#N (some centres undefined)
    -0.58	99.0	92.6	nt	nt	91.7	nt	1.9	nt
- Cn1c(O)c(C(c2ccncc2)c2c(O)n(C)c(=S)n(C)c2=O)c(=O)n(C)c1=S
    0.8	104.2	106.3	6.3	1.6	101.3	0.5	-9.0	-16.0
- CCc1nc2ccccc2c(=O)n1-c1cccc(OC)c1
    -0.02	93.1	101.6	6.3	6.7	94.6	9.0	5.0	-27.2
- CC(=O)NC1CC2CCCC(C1)N2 (centres undefined)
    0.98	99.2	94.6	-2.6	23.6	98.0	67.2*	11.8[fluorescence artefact?]	-35.9

Further entries
Results follow in this order: PTK2B oligo ant	HUVEC prolif 384	H69AR growth 86K	VCAM1 TNFa inh	HUVEC tox IL1B	Fibroblast inh	cytoskel mod	Smad3 FoxH1 inh	TNFa cytotox
- CCCCOP(=O)(OCCCC)/C(C#N)=C(/C)O
    0.88	94.5	99.6	19.5	5.1	98.2	-1.9	5.0	0.0
- CCN(CC)C(=O)c1ccc(NC(=O)c2cc(-n3cnnc3)ccc2Cl)cc1
    -0.09	102.0	97.2	16.1	-7.5	98.2	-20.3	-2.1	9.2
- O=C1NC(=O)C(CCc2ccccn2)(Cc2ccc3c(c2)OCO3)C(=O)N1CCc1ccccc1 (centres undefined)
    -1.32	87.5	76.7	20.4	8.5	92.2	-25.2	3.5	-16.9
- CCCC[N+]12CCC(CC1)C(C(=O)c1cccs1)C2 (centres undefined)
    -0.45	104.7	99.0	18.4	3.0	93.4	-9.7	10.4	-8.8
- C=CCN1C(=O)C2(C(C(=O)OCC)=C(N)Oc3ccccc32)C2=C1CCCC2=O (centres undefined)
    0.4	94.8	84.3	22.3	-10.5	101.8	6.9	-0.2	-29.3
- N/C(=N\N=C\c1ccc(O)cc1O)N[N+](=O)[O-]
    -0.59	100.6	104.3	2.5	1.6	97.2	12.9	-2.1	-8.5
- Cc1ccc(S(=O)(=O)N2CC3CC(C2)c2cccc(=O)n2C3)cc1 (centres undefined)
    0.63	85.8	93.0	11.0	-3.2	92.3	18.0	2.9	-5.9
- COC(=O)c1cc(C(O)(C(=O)OC)C(F)(F)F)c(/N=C/N(C)C)s1 (centres undefined)
    -0.34	96.0	98.9	3.6	1.6	94.7	-16.9	-7.8	-9.7
- CCCCn1c(O)c(C(CC)=Nc2ccc(OC)cc2OC)c(=O)[nH]c1=O
    -1.51	78.5	34.2*	2.1	-11.0	93.7	1.0	4.9	-12.9
- COC(=O)C(O)(c1c(C)[nH]n(-c2ccccc2)c1=O)C(F)(F)F (centres undefined)
    -0.17	93.2	100.2	14.1	-58.5	112.7	14.4	9.1	-22.7

New compounds follow.
Results follow in this order: PTK2B oligo ant	HUVEC prolif 384	H69AR growth 86K	VCAM1 TNFa inh	HUVEC tox IL1B	Fibroblast inh	cytoskel mod	Smad3 FoxH1 inh	TNFa cytotox
- O=C(NC1(C(F)(F)F)Oc2ccccc2O1)N1CCC2(CC1)OCCO2
    0.55	81.1	16.7*	14.7	-7.3	101.1	-13.5	-0.7	0.0
- Cc1cc(Cl)ccc1OCC(=O)N1CCN(C)CC1
    0.51	90.9	106.2	6.0	-5.0	107.3	-9.0	-4.9	-18.9
- CCC(=NCC1CCCO1)c1c(O)[nH]c(=O)[nH]c1=O (centres undefined)
    0.17	114.7	102.0	3.2	-20.7	98.5	-27.7	-7.1	-14.9
- CC(=NCc1cccnc1)c1c(O)n(-c2ccccc2)c(=O)[nH]c1=O
    0.11	97.8	102.7	7.3	-8.1	100.9	4.9	4.6	-9.3
- O=C(C(Cc1ccccc1)NS(=O)(=O)c1ccc(F)cc1)N1CCC2(CC1)OCCO2 (centres undefined)
    -0.87	87.1	61.6	10.9	-17.1	98.4	-1.0	-7.4	-6.7
- COCCNC(=O)c1c(N)n(CCC(C)C)c2nc3ccccc3nc12
    -2.09	70.6	14.9*	-8.7	5.2	101.8	-27.5	10.7	-3.6
- CCOP(=S)(OCC)SCC(=O)NC(C(=O)O)C(C)C (centres undefined)
    0.25	89.7	94.1	-5.9	-2.7	92.5	-11.9	4.2	4.2
- CCCCNC(=O)c1c(N)n(Cc2ccc3c(c2)OCO3)c2nc3ccccc3nc12
    -1.87	40.7	5.1*	-6.7	-7.1	60.0	12.4	7.2	-4.3
- CC(C)(C)OC(=O)c1c(N)n(Cc2ccco2)c2nc3ccccc3nc12
    0.69	70.2	53.1	31.0	7.9	88.0	3.4	4.0	-23.5
- CN(C=O)CP(=O)(O)CN(C)C=O
    1.04	90.2	104.0	-18.0	-2.3	102.0	-35.1	-0.8	-2.3

Next structures
Results follow in this order: PTK2B oligo ant	HUVEC prolif 384	H69AR growth 86K	VCAM1 TNFa inh	HUVEC tox IL1B	Fibroblast inh	cytoskel mod	Smad3 FoxH1 inh	TNFa cytotox
- CCCCn1c(O)c(C(C)=Nc2ccc(OCC)cc2)c(=O)[nH]c1=O
    -0.66	88.2	81.5	8.9	nt	104.1	14.2	0.1	-15.3
- N[C@@H](Cc1c[nH]c2ccccc12)c1nnc(SCc2ccc(Cl)cc2)o1
    0.66	74.8	98.4	-0.9	-49.7	95.9	-10.1	-1.1	-22.2
- O=c1c2ccccc2nc(CSc2ncnc3nc[nH]c23)n1-c1ccc(Cl)c(Cl)c1
    -0.77	nt	nt	17.4	14.0	nt	20.9	nt	-19.5
- COc1ccc2c(c1)CC1(CN2C)C(=O)NC(=O)N(c2ccc(C)cc2)C1=O (centres undefined)
    -0.04	98.8	78.9	-18.3	0.5	108.0	-19.2	3.9	-9.3
- Cc1nn(C)cc1/C=C1/CC2C3CC=C4CC(O)CCC4(C)C3CCC2(C)C1=O (centres undefined)
    -0.01	105.7	9.0*	-1.1	-1.7	100.5	-1.4	10.3	-18.7
- CCCc1nc2ccccc2c(=O)n1-c1cccc(OC)c1
    0.01	94.7	90.5	8.7	-11.7	101.2	13.9	-7.4	-25.1
- N#Cc1ccc(Cn2cc(C(=O)c3ccco3)c3ccccc32)cc1
    0.06	85.4	48.9	-5.8	14.1	95.5	0.8	1.5	-3.3

These rows are one share of the data. The share of hits here may be higher or lower than overall.
